Screening data as filed in PubChem.
hERG protect: shields human hERG channel from block by proarrhythmic agents | activation (rescue from dofetilide block), less the hit threshold, % at 10 µM | Q12809 | CHO-hERG, FluxOR thallium flux, dofetilide IC70 present | 310,000 compounds, 0.51% hits;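 active means activation above the mean of controls blocked by dofetilide plus 5 SD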;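 further: thallium influx through hERG after potassium depolarization seen as dye fluorescence rise; in these data hits start at about 4.7%; inactives centre near -7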
KCNQ1 inh: blocks the human KCNQ1 potassium channel; CHO-K1 KCNQ1, FluxOR thallium flux fluorescence; hits give high values; B-score at 10 µM; P51787; 310,000 compounds, 1.3% hits;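 active means compounds whose thallium flux B-score, printed positive for inhibition, exceeds three library SD while starting fluorescence stays within three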;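 further: channel opened by potassium depolarization with thallium stimulus after 20 min compound exposure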
Target sequence (P51787 whole entry, looked up): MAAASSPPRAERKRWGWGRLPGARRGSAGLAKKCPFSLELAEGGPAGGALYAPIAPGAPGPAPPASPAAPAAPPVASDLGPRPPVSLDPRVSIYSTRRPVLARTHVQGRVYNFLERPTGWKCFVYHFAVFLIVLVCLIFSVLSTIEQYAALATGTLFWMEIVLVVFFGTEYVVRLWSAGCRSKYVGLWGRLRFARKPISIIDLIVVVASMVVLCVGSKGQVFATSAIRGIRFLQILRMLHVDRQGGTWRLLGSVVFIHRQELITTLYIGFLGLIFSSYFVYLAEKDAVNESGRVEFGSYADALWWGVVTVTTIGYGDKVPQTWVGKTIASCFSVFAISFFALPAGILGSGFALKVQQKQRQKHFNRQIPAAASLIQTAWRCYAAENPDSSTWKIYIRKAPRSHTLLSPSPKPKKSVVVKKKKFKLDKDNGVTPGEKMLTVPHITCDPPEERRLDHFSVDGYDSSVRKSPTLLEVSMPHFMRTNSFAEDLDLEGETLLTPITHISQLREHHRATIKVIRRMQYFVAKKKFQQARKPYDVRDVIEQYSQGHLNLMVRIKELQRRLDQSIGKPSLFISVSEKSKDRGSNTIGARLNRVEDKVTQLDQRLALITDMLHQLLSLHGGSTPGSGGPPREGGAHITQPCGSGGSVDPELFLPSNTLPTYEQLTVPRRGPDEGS
TMEM16A act: activators or potentiators of mouse TMEM16A chloride channel; Q8BHY3; HEK293 TMEM16A/YFP-H148Q/I152L, iodide quench fluorescence; hits give low values; B-score at 10 µM; 340,000 compounds, 0.3% hits;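 active means fluorescence-ratio B-score plate-corrected deviation score at least 3 library SD below zero, with starting fluorescence score within 5 deviations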;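 further: channel opened by trigger with iodide after compound preincubation; score built on the fluorescence ratio of max minus min over baseline; more negative score means more quench and so TMEM16A activation or potentiation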
TMEM16A inh: blocks the mouse calcium-activated chloride channel TMEM16A; AID 588511; normalized B-score (activity score, 25-100; higher = stronger inhibition) at 10 µM; HEK293 TMEM16A/YFP iodide influx fluorescence, ionomycin; 310,000 compounds, 1.2% hits;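 active means ratio plate-corrected score three or more library SD toward inhibition, starting fluorescence score within five deviations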;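 further: score derived from kinetic fluorescence span divided by baseline fluorescence per well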
MrgX1 ag: human MrgX1 receptor agonism, primary screen; B-score at 10 µM; MrgX1-HEK293 cells, Fluo-4 calcium fluorescence, agonist mode; hits give high values; 310,000 compounds, 0.44% hits; AID 588627;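 active means calcium response B-score plate-corrected fluorescence ratio at least 3 library SD, with starting fluorescence B-score inside 5 SD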
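Material: MrgX1-expressing HEK293 cells; input: 15,000 cells per well; doses: test compound given as first of three sequential additions; schedule: overnight plating before 1 h dye loading; technique: Fluo-4 NW calcium-flux fluorescence, kinetic read; evaluation: baseline-normalised fluorescence change ratio, B-scored; control set: plate-wise positive and negative controls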
RGS4 inh: inhibitors of human RGS4; HEK293 M3R/RGS4 inducible, Fluo-4 calcium flux; hits give high values; triggered by carbachol at its EC20; B-score at 10 µM; P49798; 310,000 compounds, 0.45% hits;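 active means B-score, a plate-corrected calcium signal, over three deviations above library mean, with baseline fluorescence within five deviations of library mean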;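 further: RGS4 expression induced by doxycycline in cells with stable M3 receptor; B-score is computed from the integrated fluorescence ratio over baseline after carbachol; higher B-score means a larger calcium signal and so more RGS4 inhibition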
KCNK9 inh: human KCNK9 channel inhibition; 310,000 compounds, 1.2% hits; AID 488922; Q9NPC2; B-score at 10 µM; HEK293 KCNK9, FluxOR thallium flux fluorescence; hits give low values;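 active means ratio B-score over 3 SD below the library mean, with starting fluorescence within 5 SD of its mean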;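 further: negative B-score means less thallium flux so channel inhibition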
KCNK3 inh: human KCNK3 channel inhibition, primary screen; O14649; CHO-KCNK3 thallium flux, FluxOR fluorescence; hits give low values; B-score at 10 µM; 340,000 compounds, 0.84% hits; AID 602410;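 active means B-score under library mean minus 4 SD, starting fluorescence ratio at most library mean plus 5 SD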;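 further: more negative B-score means stronger inhibition of thallium flux through KCNK3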
Target sequence (O14649 whole entry, looked up): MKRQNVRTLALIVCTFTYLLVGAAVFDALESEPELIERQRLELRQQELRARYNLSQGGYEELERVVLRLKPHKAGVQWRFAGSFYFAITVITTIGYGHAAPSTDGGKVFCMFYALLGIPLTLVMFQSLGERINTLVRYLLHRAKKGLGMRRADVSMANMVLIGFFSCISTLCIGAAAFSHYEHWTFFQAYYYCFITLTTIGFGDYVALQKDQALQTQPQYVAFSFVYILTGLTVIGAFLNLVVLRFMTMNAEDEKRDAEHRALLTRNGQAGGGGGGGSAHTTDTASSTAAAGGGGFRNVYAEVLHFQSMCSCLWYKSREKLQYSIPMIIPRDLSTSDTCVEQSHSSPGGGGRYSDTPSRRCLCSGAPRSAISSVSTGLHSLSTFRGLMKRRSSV
KCNQ1 pot: potentiates or activates the human KCNQ1 potassium channel; 310,000 compounds, 0.35% hits; P51787; CHO-K1 KCNQ1, thallium flux FluxOR fluorescence; hits give high values; B-score at 10 µM;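 active means fluorescence ratio B-score, a plate-corrected score, at least three library SD, with initial intensity B-score within 5 SD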
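Assay system: CHO-K1 cells stably expressing KCNQ1; Medium: assay buffer with matched DMSO; Also added: K+/Tl+ depolarizing stimulus; Dosing: single dose; Timing: dye 90 min, compound 20 min, room temperature; Measured by: kinetic FluxOR thallium fluorescence, 10-s 1-Hz baseline, 110-s post-stimulus read; Read-out: peak-minus-minimum fluorescence over initial fluorescence, negative-control normalized, B-scored.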
RGS4 pot: potentiators or activators of RGS4; HEK293 M3R/inducible RGS4, carbachol calcium flux Fluo4; hits give low values; B-score at 10 µM; 310,000 compounds, 0.92% hits;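 active means B-score of the integrated calcium signal more than 4 SD below the library mean, with starting fluorescence not abnormally high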;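 further: negative B-score means reduced calcium response which marks RGS4 activation or potentiation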
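Detection: kinetic calcium fluorescence imaging with Fluo4-AM dye, 2 µM / Material: HEK293 cells with stable M3R and inducible RGS4 / Schedule: recording 10 s baseline at 1 Hz, 100 s post-agonist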
MrgX1 allo act: human MrgX1 positive allosteric modulation, primary screen; Q96LB2; MrgX1-HEK293, Fluo-4 calcium flux, FDSS; hits give high values; B-score at 10 µM; 310,000 compounds, 0.63% hits;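 active means plate-corrected calcium response at least 3 library SD above typical, normal starting fluorescence, not activating the receptor alone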;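 further: compound read alongside a low EC10 to EC30 dose of BAM8-22 agonist; peak minus trough fluorescence over baseline measured at the second addition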
The depositor's hits bear a star; i = inactive; / = no result given.

compound	TMEM16A act	RGS4 pot	KCNK3 inh	hERG protect	MrgX1 ag	RGS4 inh	KCNQ1 pot	TMEM16A inh	MrgX1 allo act	KCNQ1 inh	KCNK9 inh
COc1ccc(OC)c(NC(=O)C2CC(=O)N(CCc3ccccc3)C2)c1 (configuration not stated)	i	i	i	-8	i	i	i	i	i	i	i
CCCN(Cc1ccco1)S(=O)(=O)c1ccc(OC)c(OC)c1	i	i	i	-12	i	i	i	i	i	i	i
S=c1[nH]nc(-c2ccc(Cl)cc2)n1CCCN1CCOCC1	i	i	i	-19	i	i	i	i	i	i	i
N#CCCSCc1ccc2oc(C(=O)O)cc2c1	i	i	i	-6	i	i	i	i	i	i	i
COc1ccc(N2CCN(CCNC(=O)Nc3ccc(C)c(Cl)c3)CC2)cc1	i	i	i	-6	i	i	i	i	i	i	i
CC(=O)c1ccc(N2CCN(C(=O)C3CCN(S(=O)(=O)Cc4ccccc4)CC3)CC2)cc1	i	i	i	-9	i	i	i	i	i	i	i
COCc1c(C(=O)N/N=C(\C)c2ccncc2)nnn1-c1nonc1N	i	i	i	-5	i	i	i	i	i	i	i
CCCc1[nH]nc2c1C1(C(=O)N(C(C)C)c3ccccc31)C(C#N)=C(N)O2 (configuration not stated)	i	i	i	-8	i	i	i	i	i	i	i
COC1c2ccccc2C(=O)N1CCc1ccc(Cl)cc1 (configuration not stated)	i	i	i	-5	i	i	i	i	i	i	i
N#CC1=C(SCC(=O)NC2CCCCC2)NC(=O)CC1c1ccco1 (configuration not stated)	i	i	i	-10	i	i	i	i	i	i	i
COc1cccc(C(=O)C2CCCN(C(=O)c3ccc(C#CC(C)(C)O)cc3)C2)c1 (configuration not stated)	i	i	i	-7	i	i	i	i	i	i	i
O=C(O)CC1S/C(=N/N=C/c2ccc(-c3ccc(Cl)c([N+](=O)[O-])c3)o2)NC1=O (configuration not stated)	i	i	i	-10	i	i	i	i	i	i	i
COC(=O)Cc1ccc(NC(=S)NCc2ccco2)cc1	i	i	i	-8	i	i	i	i	i	i	i
CC(C)N(C(=S)NCc1ccccc1)c1ccccc1	i	i	i	-3	i	i	i	i	i	i	i
CC(=O)c1cc(C(C)=O)c(C)nc1C	i	i	i	-20	i	i	i	i	i	i	i
CCN(CC)C(=O)Oc1ccc(NC(C)=O)cc1	i	i	i	-5	i	i	i	i	i	i	i
Cc1ccc(-n2ncc3c(N4CCN(c5ccc(F)cc5)CC4)ncnc32)c(C)c1	i	i	i	2	i	i	i	100*	i	i	i
O=C(Cn1cnc2c(nnn2Cc2ccc(F)cc2)c1=O)NCc1ccco1	i	i	i	-8	i	i	i	i	i	i	i
COc1ccc(N(C(=O)c2cccnc2)S(=O)(=O)c2ccccc2)cc1	i	i	i	-11	i	i	i	i	i	i	i
Cc1c(NC(=O)c2cccs2)cccc1C(=O)O	i	i	i	-15	i	i	i	i	i	i	i
CC1(CCc2ccccc2)NC(=O)N(CC(=O)O)C1=O (configuration not stated)	i	i	i	-9	i	i	i	i	i	i	i
CC(=O)c1ccc(NC(=S)Nc2cccc3cnccc23)cc1	i	i	i	-18	i	i	i	i	i	i	i
COc1ccc(Br)cc1-c1nc(CCl)cs1	i	i	i	-3	i	i	i	i	i	i	i
Cc1ccc(C)c(NC(=O)CN(C)C(=O)c2sccc2C)c1	i	i	i	-11	i	i	i	i	i	i	i
CC1(C)CC2(CC(c3ccccc3)c3ccc(O)cc3O2)NC(=S)N1 (configuration not stated)	i	i	i	-15	i	i	i	i	i	i	i
Cc1cc(C)cc(NC(=O)C(=O)NCCc2c[nH]c3ccccc23)c1	i	i	i	-8	i	i	i	i	i	i	i
Cc1ccc(C(=O)c2ccc(CC(=O)O)n2C)cc1	i	/	i	/	i	/	/	i	i	/	/
COc1cccc2c(=O)c(C(=O)O)c[nH]c12	i	i	i	3	i	i	i	i	i	i	i
O=C(O)CCCN1C(=O)/C(=C\c2ccco2)SC1=S	i	i	i	-10	/	i	i	/	/	i	i
Cc1ccc(/C=N/Nc2ccc(Cl)nn2)cc1	i	i	i	-10	i	i	i	i	i	i	i
O=C(Cn1c2ccccc2c(=O)c2ccccc21)N/N=C/c1ccc(N2CCCC2)c([N+](=O)[O-])c1	i	i	i	-1	i	i	i	i	i	i	i
Cc1ccc2nc(/C(C#N)=N/O)[nH]c2c1	i	i	i	-11	i	i	i	i	i	i	i
Oc1c(C(c2ccccc2)N2CCN(Cc3ccccc3)CC2)sc2ncnn12 (configuration not stated)	i	i	i	-15	i	i	i	i	i	i	i
C#CCNC(=O)C1=C[C@@H](c2ccc(Br)cc2)C[C@@H](OCc2ccc(CO)cc2)O1	i	i	i	-11	i	i	i	i	i	i	i
CN=C(NC#N)SCC(=O)c1ccc(Cl)cc1Cl	i	i	i	-4	i	i	i	i	i	i	i
CC(C)(C)OC(=O)N1CCC(c2cc(=O)n3[nH]c(-c4ccc(Cl)cc4)cc3n2)CC1	i	i	i	-6	i	i	i	i	i	i	i
COCCn1c(SCC(=O)N2CCc3ccccc3C2)nc2cc(Cl)ccc2c1=O	i	i	i	-11	i	i	i	i	i	i	i
CCOc1ccc(C(=O)Nc2nnc(S(=O)(=O)Nc3ccccc3C)s2)cc1	i	i	i	-14	i	i	i	i	i	i	i
Cc1cc(C)cc(-n2c(C)cc(C(=O)CSc3nnnn3C)c2C)c1	i	i	i	-7	i	i	i	i	i	i	i
COc1cccc(OCc2cc(C(=O)NC3CCOCC3)no2)c1	i	i	i	-5	i	i	i	i	i	i	i
O=C(NNC(=S)NC(=O)c1cccc([N+](=O)[O-])c1)c1ccc(O)cc1	i	i	i	-6	i	i	i	i	i	i	i
O=C(C1CC1)N1CCN=C1SCc1cccc(F)c1	i	/	i	/	i	/	/	i	i	/	/
COc1cc(/C=C(\C#N)c2nc3ccccc3s2)ccc1OCC(=O)Nc1ccccc1	i	/	i	/	i	/	/	i	i	/	/
COc1ccc(-c2c(=O)n(OCc3ccccc3[N+](=O)[O-])c3ccccc3[n+]2[O-])c(OC)c1	i	i	i	-13	i	i	i	i	i	i	i
CC1CCN(C(=O)C(=O)Nc2sc3c(c2C(=O)O)CC(C)(C)OC3)CC1	i	i	i	-14	i	i	i	i	i	i	i
CCOc1cc(C(=O)Nc2ncn[nH]2)cc(OCC)c1OCC	i	i	i	-2	i	i	i	i	i	i	i
CCOc1ccccc1NC(=O)CN(c1ccc(OC)cc1)S(=O)(=O)c1c(C)[nH]c(=O)[nH]c1=O	i	i	i	-11	i	i	i	i	i	i	i
Cc1ccccc1CCN(CC(=O)NCc1ccc(F)cc1)C(=O)c1csnn1	i	i	i	-3	i	i	i	i	i	i	i
C=C(C)c1cccc(C(C)(C)NC(=O)NCc2ccc(OC)cc2)c1	i	i	i	-2	i	i	i	i	i	i	i
O=C1N=C(N2CCOCC2)S/C1=C\c1ccccc1OS(=O)(=O)c1ccccc1	i	i	i	-10	i	i	i	i	i	i	i

More results.
compound	TMEM16A act	RGS4 pot	KCNK3 inh	hERG protect	MrgX1 ag	RGS4 inh	KCNQ1 pot	TMEM16A inh	MrgX1 allo act	KCNQ1 inh	KCNK9 inh
Cc1ccc(Nc2c([N+](=O)[O-])ccc3c2=NC2(CCCCC2)N=3)cc1	i	i	i	-7	i	i	i	i	i	i	i
Cn1c(=O)[nH]c2cc(Cl)cnc21	i	i	i	-1	i	i	i	i	i	i	i
O=c1cc(N2CCCCC2)[nH]c(=O)n1C1CCCCC1	i	i	i	-5	i	i	i	i	i	i	i
COc1ccc2c(c1)c(C(=O)N/N=C/c1ccc(O)c(O)c1)c(C)n2C	i	i	i	-5	i	i	i	i	i	i	i
CC1C(=O)N2CCCc3cc(S(=O)(=O)N4CCN(c5ccccc5F)CC4)cc1c32 (configuration not stated)	i	i	i	-8	i	i	i	i	i	i	i
COc1ccc(OC)c(Nc2nc(-c3c(C)nc4ncccn34)cs2)c1	i	i	i	-6	i	i	i	i	i	i	i
CCC(C)[C@H](NC(=O)NCC1CCCO1)C(=O)OC (some centres not stated)	i	i	i	-5	i	i	i	i	i	i	i
CN(C)Cc1ccccc1Sc1ccc2c(c1)CCCC2	i	i	i	-3	i	i	i	i	i	i	i
O=C(O)C1CC(c2ccccc2)=NO1 (configuration not stated)	i	i	i	2	i	i	i	i	i	i	i
Cc1ccc(NC(=O)c2ccc(CNc3c(N4CCC(C)CC4)c(=O)c3=O)cc2)cc1	i	i	i	-3	i	i	i	i	i	i	i
Cn1c(SCC#N)nnc1-c1cccnc1	i	i	i	-8	i	i	i	i	i	i	i
CC1CC(C(F)(F)F)n2nc(C(=O)O)cc2N1 (configuration not stated)	i	i	i	-11	i	i	i	i	i	i	i
CCN(CC)CCCN1C(=O)C(=O)/C(=C(/O)c2ccc3c(c2)OCCO3)C1c1ccco1 (configuration not stated)	i	i	i	-11	i	i	i	i	i	i	i
Cc1cc(C)n(-c2nc(Nc3ccccc3C(F)(F)F)nc(-n3nc(C)cc3C)n2)n1	i	i	i	-13	i	i	i	i	i	i	i
CCOC(=O)C1=C(N)Oc2c(c(=O)[nH]c3ccccc23)C1c1ccccc1 (configuration not stated)	i	i	i	-10	i	i	i	i	i	i	i
Cc1c(OCC(=O)N[C@H](C(=O)O)c2ccccc2)ccc2c3c(c(=O)oc12)CCCC3	i	i	i	-9	i	i	i	i	i	i	i
COc1ccc(S(=O)(=O)N2CCN(Cc3ccccc3)CC2)cc1OC	i	i	i	-2	i	i	i	i	i	i	i
